# Assay outcomes from PubChem.
# EPAC1 antag: blocks human EPAC1 exchange factor; O95398; EPAC1 GEF assay, Rap1b-BODIPY-GDP exchange fluorescence; Potency, µM (series often up to 115 µM), for inactives: top-dose activity change, negative = inhibition, hits mostly inhibitors; 360,000 compounds, 0.14% hits; AID 720709;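 note: potency is the fitted concentration of half-maximal effect; plate controls were vehicle for no effect and positive control for full effect; nearly all actives have a fitted effect of over 50% in size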
# Target sequence (O95398 whole entry, looked up): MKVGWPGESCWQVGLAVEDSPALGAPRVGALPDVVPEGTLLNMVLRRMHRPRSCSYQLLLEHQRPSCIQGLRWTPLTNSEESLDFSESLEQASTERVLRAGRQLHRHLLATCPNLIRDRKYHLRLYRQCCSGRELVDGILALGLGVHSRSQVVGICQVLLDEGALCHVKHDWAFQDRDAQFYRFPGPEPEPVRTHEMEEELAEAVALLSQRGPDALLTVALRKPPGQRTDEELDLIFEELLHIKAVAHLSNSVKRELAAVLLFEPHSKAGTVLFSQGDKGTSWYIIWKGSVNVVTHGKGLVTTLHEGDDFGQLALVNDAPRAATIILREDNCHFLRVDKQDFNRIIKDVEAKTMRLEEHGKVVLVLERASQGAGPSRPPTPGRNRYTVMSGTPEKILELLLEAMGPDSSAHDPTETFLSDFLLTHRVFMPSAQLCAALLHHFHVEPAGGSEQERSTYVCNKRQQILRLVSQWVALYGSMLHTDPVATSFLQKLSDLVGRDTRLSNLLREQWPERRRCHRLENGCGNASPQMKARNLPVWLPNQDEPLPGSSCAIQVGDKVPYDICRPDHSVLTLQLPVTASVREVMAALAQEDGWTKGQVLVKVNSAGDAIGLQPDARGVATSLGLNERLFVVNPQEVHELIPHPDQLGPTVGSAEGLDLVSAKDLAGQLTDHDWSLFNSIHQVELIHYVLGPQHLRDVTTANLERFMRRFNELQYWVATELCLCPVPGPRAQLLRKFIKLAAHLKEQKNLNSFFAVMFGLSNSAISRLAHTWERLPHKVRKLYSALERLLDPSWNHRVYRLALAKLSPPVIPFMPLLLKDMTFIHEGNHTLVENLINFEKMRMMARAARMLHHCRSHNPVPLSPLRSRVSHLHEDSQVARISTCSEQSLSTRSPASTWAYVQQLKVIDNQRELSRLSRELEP
# IL2 activator: activates IL-2 in a cell-based reporter assay; IL-2 activation reporter assay, cell-based qHTS; stimulated with anti-CD3/CD4/CD28 beads; in transgenic mouse T cells; activation, % (series mostly up to about 46 µM); 360,000 compounds, 0.065% hits; in the data active = activation above about 50%; inconclusive = mostly about 30% to 49%; note: 0% is about no effect
#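 Quantitative HTS in unstimulated transgenic mouse T cells, with memory T cells as non-tolerant control and PMA/ionomycin as tolerance-bypass control. Compound pretreatment lasted 60 minutes before 18 h bead stimulation; EGFP/DsRed fluorescence read.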
# WRN inhibitor: WRN helicase (human) inhibition; Potency, µM (doses to about 114 µM), for the others: at the highest dose activity change, negative = inhibition, most hits filed as inhibitors; WRN helicase unwinding, fluorescent forked duplex, kinetic; Q14191; 360,000 compounds, 0.46% hits; note: potency is the fitted concentration of half-maximal effect; % is set by controls: 0 for no effect and ±100 for the full control effect; nearly all actives have a fitted effect of over 55% in size
#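 Primary qHTS, 1536-well format. 20 nM WRN + compound, 15 min RT; start with 100 nM forked fluorophore/quencher duplex, 2 mM ATP (final); kinetic read ex 525/em 598 nm.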
# EPAC2 ag: agonists of human EPAC2 (RAPGEF4); Potency, µM (titrated, usually from 154 µM), for the others: at the top dose activation, most hits filed as activators; Q8WZA2; 360,000 compounds, 0.079% hits; EPAC2 activation, biochemical qHTS; response scale: 100% = 6.5 mM cAMP response; note: potency is the fitted concentration of half-maximal effect; nearly all actives have a fitted effect of over 50% in size
#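 Each well held 100 nM EPAC2, 250 nM RAP1B-BODIPY-GDP and 50 uM GDP. Fluorescence, read at 5-min intervals to 30 min, was referenced to a 6.5 mM cAMP positive control.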
# PLK1 PBD inh: inhibitors of human PLK1 polo-box domain binding; P53350; Plk1 PBD binding of FITC phosphopeptide, fluorescence polarization; Potency, µM, inactives show max response, negative = inhibition, hits mostly inhibitors; 360,000 compounds, 2.8% hits; note: potency is the fitted concentration of half-maximal effect; series mostly up to about 57 µM; % is set by controls: 0 for no effect and ±100 for the full control effect; nearly all actives have a fitted effect of over 65% in size
# PI5P4K alpha inh: blocks human PI5P4K alpha kinase activity; P48426; max response, %; PI5P4Kalpha enzyme, ADP-Glo luminescence, 60 min; hits give low values; 330,000 compounds, 1.2% hits; active = max response of -50% or lower; inconclusive = between -30% and -50%; inactive = -30% or higher; note: value at the top dose of about 77 µM; % is set by controls: 0 for no effect and ±100 for the full control effect
#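 ADP-Glo luminescence end-point read after a 60 min room-temperature kinase reaction of PI5P4Kalpha plus substrate, initiated with ATP at 5 microM final. Buffer: 0.038 M HEPES pH 7.4, EGTA, 0.1% CHAPS, 5% DMSO.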
# CCT chaperon mod: cytosolic chaperonin activity modulation; purified chaperonin ATPase assay, HTRF ADP detection, 30 min; activity change, % (concentration not given with the values), hits read low; 360,000 compounds, 0.3% hits; in the data active = activity change below about -30%; note: % is set by controls: 0 for no effect and ±100 for the full control effect
#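 First, chaperonin was dispensed at 40 nM or 20 nM final depending on batch activity. Next, compounds were pinned at 76 uM and ATP added at 10 uM. After 30 min at 37 °C, ADP detection reagents ran 30 min at ambient temperature.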
# EPAC1 ag: EPAC1 (human) agonism; EPAC1 agonist qHTS, biochemical assay; response scale: 100% = response to 6.5 mM cAMP; Potency, µM (doses to about 154 µM), without a hit: top-dose activation, actives largely listed as activators; 360,000 compounds, 0.073% hits; note: potency is the fitted concentration of half-maximal effect; nearly all actives have a fitted effect of over 60% in size
#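 Read-out is the fluorescence drop as BODIPY-GDP leaves Rap1B (480 nm excitation, 540 nm emission), recorded every 5 minutes over 30 minutes. Reactions held 100 nM EPAC1, 250 nM Rap1B–BODIPY-GDP and 50 uM GDP, with 6.5 mM cAMP setting full activation.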
# * = called active by the depositor; ? = inconclusive; . = no result given; [ ] = another dose, or the depositor's remark. Unless noted, calls come from the whole dose curve; as a rule, active = well fitted curve in the direction sought with a large enough effect; inconclusive = small, poorly fitted or top-dose-only effect, or another doubt; inactive = no such curve, though single readings can be large; an effect the other way counts as inactive or inconclusive. These rows are one share of the data; rates above refer to the full screens.
SMILES,EPAC1 antag,IL2 activator,WRN inhibitor,EPAC2 ag,PLK1 PBD inh,PI5P4K alpha inh,CCT chaperon mod,EPAC1 ag
O=C(NCCNC(=O)c1ccco1)c1ccc(Cl)c(Cl)c1,15%,0.0,16%,5%,-1%,4,-1.3,-2%
CN(C)N(C)C(=O)C(O)(c1ccccc1)c1ccccc1,4%,0.0,5%,-2%,-1%,-4,1.5,-5%
COC(=O)CCCC1=CC2=CC(=O)C(C)(OC(=O)C3CCCC3)C(=O)C2=CO1 (stereo not given),?,0.9,?,3%,?,?,-0.3,-6%
CCCCC(=O)N1C/C=C\C(c2ccc(OC)cc2)N(Cc2ccc(F)cc2)C(=O)[C@H]1Cc1ccccc1 (stereo not given in full),-13%,-0.4,-8%,4%,-14%,25,-0.1,-6%
CCNC(=O)C(=O)NCC1OCCCN1S(=O)(=O)c1cccs1 (stereo not given),-13%,-0.3,4%,0%,-10%,-4,-2.4,3%
COC(=O)c1c(-c2ccc(C)cc2)csc1NC(=O)C1CC=CCC1C(=O)O (stereo not given),-4%,1.4,0%,1%,?,0,-0.5,11%
Cc1ccc(CN(CC(=O)NC2CCCC2)C(=O)CSc2nnc(COc3ccccc3)o2)cc1,-2%,1.7,1%,-1%,30µM*,-8,-0.3,2%
CCCC1C2CN(C(C)=O)CC=C2C(C#N)=C(N)C1(C#N)C#N (stereo not given),13%,-3.2,-7%,5%,-9%,-4,-9.9,7%
Cc1ccc(-n2c(C)cc(C(=O)CN3C(=O)C(=O)N(C4CCCC4)C3=O)c2C)cc1,3%,-3.0,-9%,-1%,27µM*,-16,1.5,5%
COC(=O)c1c(NC(=O)COc2ncnc3ccccc23)sc(C)c1C,12%,-0.5,-21%,5%,-3%,-3,1.6,1%
CCn1nc(C)cc1C(=O)Sc1cccc(Cl)c1,3%,-4.8,3%,7%,19µM*,-1,-2.3,5%
CCC(=O)N/N=C(\C)CC(=O)Nc1cc(Cl)ccc1C,-8%,0.0,0%,2%,-9%,0,0.6,-5%
Cn1[nH]cc(C=NC(N)=O)c1=O,-20%,1.0,12%,4%,-8%,-5,-0.7,4%
CCOC(=O)c1nn(-c2cc(C(=O)OC)cc(C(=O)OC)c2)cc1O,11%,-0.4,-6%,3%,0%,.,-1.9,-4%
COc1ccc2nc(C)cc(N3CCN(S(=O)(=O)c4ccccc4F)CC3)c2c1,-23%,-0.1,-15%,10%,-3%,-3,-3.1,6%
CCN1CCN(C(=O)c2ccc(OC)c(S(=O)(=O)Nc3ccc(C)cc3)c2)CC1,-2%,-1.4,1%,-1%,-2%,0,0.2,15%
Cn1c(=O)[nH]c(=O)c2c1nc(NCc1ccccc1)n2Cc1ccc(F)cc1,1%,-0.1,4%,6%,-9%,-7,0.9,25%
O=S(=O)(c1cccc2ccccc12)N1CCC2CC1c1cc(-c3ccc4c(c3)OCO4)ccc12 (stereo not given),20%,0.2,5%,7%,-2%,-1,-0.6,-2%
CCOC(=O)c1cc(C(=O)c2cc(Cl)ccc2O)coc1=N,-14%,2.7,-2%,-5%,-16%,-17,1.1,2%
CCOC(=O)N1CCN(Cc2nnc(-c3cccc(Br)c3)o2)CC1,-28%,-0.3,4%,2%,-7%,-2,-1.5,8%
O=C(C1CN(C(=O)c2cc3ccccc3o2)c2ccccc2O1)N1CCCCC1 (stereo not given),3%,-4.5,5%,12%,-6%,-7,-1.4,1%
COc1ccccc1-c1cccc([C@@H]2C[C@H]3[C@@H](CN2)CON3C)c1,1%,-0.4,-2%,10%,-5%,0,-0.2,10%
CC1CN(C(=O)Nc2ccc3c(c2)OCO3)CC(C)O1 (stereo not given),9%,1.9,-9%,4%,-1%,.,0.7,4%
CSc1ccccc1NC(=O)CN(C)CC(=O)Nc1cccc(Br)c1,-10%,-1.4,-14%,2%,-20%,1,-1.6,5%
Cn1cccc1/C=C1\SC(=S)N(NC(=O)c2ccccc2O)C1=O,?,3.0,?,4%,26%,-13,-2.3,-5%
COC(=O)c1cnc(N2CCOCC2)nc1C(F)(F)F,-7%,0.2,-23%,1%,-4%,6,-1.7,5%
Cc1cc(C)c2oc(C(=O)Nc3ccc(S(=O)(=O)N4CCCC(C)C4)cc3)cc(=O)c2c1 (stereo not given),-7%,-3.8,-11%,-4%,-2%,1,1.6,6%
COc1ccc(C(=O)OCC(=O)Nc2ccccc2)cc1[N+](=O)[O-],-20%,-0.4,-3%,10%,-5%,0,-3.3,-1%
CSc1ncc(C(=O)Nc2cccc(S(N)(=O)=O)c2)n1-c1ccccc1,-18%,-2.3,-11%,18%,-17%,-1,-2.2,7%
O=C(c1cc(S(=O)(=O)NCc2ccco2)ccc1Br)N1CCOCC1,-17%,4.0,1%,10%,-1%,-6,-4.3,-2%
Cc1csc(N(C(=O)CCNC(=O)c2ccc([N+](=O)[O-])cc2)c2ccccc2)n1,4%,0.3,11%,24%,-10%,-6,0.7,12%
COc1ccc(CNc2nn[nH]n2)cc1OC,0%,-0.5,-1%,-4%,-4%,.,1.5,-8%
CCCCN(C(=O)c1nn(C)c(=O)c2ccccc12)c1c(N)n(CCC)c(=O)[nH]c1=O,-13%,0.9,3%,2%,2%,-8,0.7,0%
Cc1ccc(CS(=O)(=O)c2ncc(Cl)c(C(=O)Nc3nnc(C)s3)n2)cc1,23%,-4.8,26%,4%,-16%,-7,-0.5,-14%
Cc1cc(Nc2cnc3ccccc3n2)n(-c2ccccc2)n1,-16%,-1.4,-6%,10%,-11%,.,-1.2,12%
O=C(CN1C(=O)c2ccccc2S1(=O)=O)NCCC1=CCCCC1,-1%,-1.5,0%,0%,2%,-2,2.2,0%
Cc1cccnc1NC(=S)Nc1ccc(Cl)c(Cl)c1,-2%,-0.7,-2%,2%,-11%,-11,0.7,-10%
CCOC(=O)N1CCN(CC(=O)Nc2ccc([N+](=O)[O-])cc2C(=O)Nc2ccccc2F)CC1,-15%,0.0,1%,17%,-16%,-10,0.4,2%
O=C(CN1CCOCC1)N1CCc2ccccc2C(c2ccccc2)C1 (stereo not given),10%,-0.2,2%,2%,1%,-9,-1.0,1%
N#CC1(c2ccccc2)CCC(=NO)CC1 (stereo not given),17%,0.7,-31%[57.1 µM],-4%,-9%,4,-1.2,-6%
COc1cc(OC)c2c(N)c(C#N)c(C(F)(F)C(F)(F)F)nc2c1,6%,-0.6,-1%,2%,2%,2,2.8,-9%
C/C(=N\N)c1c(-c2ccccc2)c2cc(C)ccc2[nH]c1=O,-19%,0.2,-8%,7%,1%,-1,0.4,16%
CC(=O)n1cc(-c2ccncc2)c2ccccc21,-10%,-1.6,-6%,-3%,0%,7,3.2,-6%
N=C1/C(=C\c2ccc(-c3ccc(C(=O)O)cc3)o2)C(=O)N=C2SC=C(c3ccccc3)N12,-14%,-1.4,-24%[11.6 µM],2%,?,-70*,1.6,-8%
Cc1ccc(NC(=O)CCn2c(=S)oc3ccccc32)cc1,8%,0.4,-1%,2%,3%,-1,-0.8,-2%
CCOC(=O)CN1NC2(CCC(C(C)(C)C)CC2)NC1=S (stereo not given),-16%,-1.7,0%,4%,-2%,-29,1.9,-6%
CCCn1c(N)c(C(=O)COC(=O)CNC(=O)c2ccccc2OCC)c(=O)[nH]c1=O,-24%,0.4,-1%,3%,-2%,-4,-1.4,-9%
CCCOc1ccc(C(=O)OCC(=O)NCCc2ccc(OCC)c(OCC)c2)cc1OC,-24%,-2.2,6%,-21%,9%,11,2.2,-26%
CCN(CC)CCn1c(=N)n(CC(O)COc2cccc(C)c2)c2ccccc21 (stereo not given),-27%,-1.3,-36%,4%,-18%,9,-1.0,0%
COc1ccc2c(c1)OC[C@H]1[C@H]2N2C(=O)c3cc(F)ccc3NC(=O)[C@@]2(C)[C@H]1c1ccccc1,10%,-0.2,1%,-5%,3%,6,0.8,1%
CCOc1ccc(NC(=S)NCc2cccnc2)cc1,10%,0.3,8%,-1%,-5%,0,1.9,-5%
CCOC(=O)Nc1ccc2c(c1)N(C(=O)CN(CC)CC)c1ccccc1CC2,-20%,2.1,-1%,10%,-10%,2,-2.9,10%
CCN(CC(=O)Nc1ccc(OC)c(Cl)c1)CC(=O)NC(C)C,4%,-3.7,0%,-2%,0%,6,2.7,-10%
CCn1cc(CCC(=O)NCCN2CCOCC2)c2ccccc21,-13%,3.8,-6%,0%,4%,5,1.3,10%
CN(C)C(=O)N1CCN(C(=O)N2CCOCC2)CC1,-14%,1.7,-9%,10%,-4%,11,-11,0%
COc1ccccc1C(=O)c1cc2ccc(O)cc2oc1=O,4%,2.4,1%,7%,-1%,-2,-0.5,7%
CC(=O)NC1=NN(C(C)=O)C(c2cccc([N+](=O)[O-])c2)S1 (stereo not given),-23%,1.7,-8%,7%,-15%,8,-2.6,-1%
Cc1cc(C)nc(NC2=NCC(=O)N2c2cccc(Cl)c2)n1,-23%,-2.0,-2%,2%,4%,.,-2.4,8%
Cc1cccc(NS(=O)(=O)c2ccc3nc(-c4ccccc4)[nH]c3c2)c1C,-11%,-2.6,-5%,2%,-6%,-1,0.1,-11%
COc1ccc(-n2c(SCC(=O)O)nc3sc4c(c3c2=O)CCC4)cc1,6%,-0.6,-4%,7%,?,-26,-1.2,3%
CC(C)CCN1CCN(Cc2cccs2)CC1CCO (stereo not given),-10%,-0.7,-9%,2%,-17%,0,-1.0,-11%
